Bioassay records as filed in PubChem.
GPR151 ag = activates the human receptor GPR151; PathHunter beta-arrestin GPR151 cells, luminescence; hit rate 1% among 650,000; activation, % at 11.2 µM; Q8TDV0; in the data active means activation above about 4.9%;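 further: 0% = median of compound wells and 100% = cells with positive control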
FBW7 activator = human FBW7 E3 ligase activation, primary screen. hit rate 0.13% among 650,000. AID 1259310. Q969H0. AlphaScreen FBW7–phospho-cyclin E peptide binding, activator screen. normalized activity (activation), % at 26.1 µM; in the data active means normalized activity above about 1.9%;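 further: purified mutant Fbw7 with reduced substrate affinity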
Target sequence (Q969H0 whole entry, looked up): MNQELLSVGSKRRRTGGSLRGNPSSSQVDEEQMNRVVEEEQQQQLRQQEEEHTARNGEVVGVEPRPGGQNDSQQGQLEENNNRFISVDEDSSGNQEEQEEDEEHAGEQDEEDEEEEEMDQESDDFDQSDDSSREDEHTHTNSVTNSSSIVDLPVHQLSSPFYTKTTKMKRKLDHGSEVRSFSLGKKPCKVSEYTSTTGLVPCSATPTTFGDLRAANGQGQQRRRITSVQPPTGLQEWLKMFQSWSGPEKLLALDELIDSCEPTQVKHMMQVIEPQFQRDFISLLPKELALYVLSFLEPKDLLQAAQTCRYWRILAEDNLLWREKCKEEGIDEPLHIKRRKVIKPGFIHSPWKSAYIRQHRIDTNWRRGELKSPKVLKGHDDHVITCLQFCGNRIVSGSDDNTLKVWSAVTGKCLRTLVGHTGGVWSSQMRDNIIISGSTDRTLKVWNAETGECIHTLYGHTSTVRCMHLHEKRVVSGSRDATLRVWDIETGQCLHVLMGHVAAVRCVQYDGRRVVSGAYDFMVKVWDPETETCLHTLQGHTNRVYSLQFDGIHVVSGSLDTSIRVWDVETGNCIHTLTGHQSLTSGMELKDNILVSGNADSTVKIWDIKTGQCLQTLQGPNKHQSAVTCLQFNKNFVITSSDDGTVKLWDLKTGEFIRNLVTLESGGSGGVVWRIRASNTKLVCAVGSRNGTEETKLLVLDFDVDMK
MITF primary = blocks human microphthalmia-associated transcription factor. O75030. AlphaScreen MITF homodimerization, bead proximity signal. inhibition, % at 2.6 µM. hit rate 0.91% among 650,000; in the data active means inhibition above about 50%;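 further: 0% = vehicle wells with protein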
TEAD-YAP inh = TEAD-YAP interaction inhibition; inhibition, % at 9.12 µM; hit rate 1.4% among 640,000; HEK-TIYL cells, TEAD-Gal4/YAP UAS-luciferase luminescence; in the data active means inhibition above about 32%;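 further: 0% = median of test compound wells and 100% = reference inhibitor wells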
Starred values were filed as active, the others as inactive; nt = not tested or not shown; & = joins results of further samples. Rows are unselected; 3.4% or so of the library scored in one or more.

nr	smiles	FBW7 activator	GPR151 ag
1	O=C(O)C1Cc2ccccc2CN1C(=O)COc1ccc(Br)cc1 (configuration not stated)	-0.1	0.0
2	Clc1ccc(Nc2ncnc3c2cnn3-c2ccccc2)cc1	0.0	-0.3
3	CC(C)CNC(=O)C1CC(=O)N(c2ccc(Br)cc2)C1 (configuration not stated)	-0.1	-0.9
4	CC(C)c1ccc(/C=N\NC(=O)c2ccccn2)cc1	-0.4	-4.6
5	CSCC(=O)N1CCc2nnc(C(C)C)n2CC1	-0.1	-0.7
6	CCN(CC)S(=O)(=O)c1cc([N+](=O)[O-])ccc1N1CCC(C(N)=O)CC1	0.0	3.6
7	Cn1c(=O)c2c(NC(=O)c3ccc(F)cc3)ccnc2n(C)c1=O	-0.2	-1.2
8	Cc1cc([N+](=O)[O-])nn1CC(=O)NCc1ccc(Cl)cc1	-0.2	-1.6

nr	TEAD-YAP inh	MITF primary
1	5	-4
2	-18	-5
3	-3	-4
4	31	15
5	-16	-2
6	-3	-4
7	-26	7
8	-7	-3

One compound at a time (already shown). Screens in order: FBW7 activator, GPR151 ag, TEAD-YAP inh, MITF primary
Entry for `CC(C)c1ccc(/C=N\NC(=O)c2ccccn2)cc1` → -0.4, -4.6, 31, 15
Entry for `CSCC(=O)N1CCc2nnc(C(C)C)n2CC1` → -0.1, -0.7, -16, -2
Entry for `Clc1ccc(Nc2ncnc3c2cnn3-c2ccccc2)cc1` → 0.0, -0.3, -18, -5
Entry for `CC(C)CNC(=O)C1CC(=O)N(c2ccc(Br)cc2)C1` (configuration not stated) → -0.1, -0.9, -3, -4
Entry for `O=C(O)C1Cc2ccccc2CN1C(=O)COc1ccc(Br)cc1` (configuration not stated) → -0.1, 0.0, 5, -4

Following part
nr	smiles	FBW7 activator	GPR151 ag
9	COc1ccc(/C=C/C(=O)Nc2ccc(OC)cc2OC)cc1	0.1	0.2
10	CC1=C(C(=O)OCc2ccccc2)C(c2ccsc2)NC(=O)N1C (configuration not stated)	0.0	3.1
11	COc1ccc(N2CC(O)(c3ccc([N+](=O)[O-])cc3)[N+]3=C2CCCCC3)cc1 (configuration not stated)	0.0	-1.3
12	CC(OC(=O)[C@@H](NC(=O)c1ccccc1Cl)C(C)C)C(N)=O (some centres not stated)	0.5	0.7
13	Nc1ncc(-c2ccoc2)nc1NCC1CCOCC1	0.7	0.6
14	CCc1ccc(NC(=O)CSc2nc3ccsc3c(=O)n2-c2ccc(Br)cc2)cc1	-0.1	-1.1
15	O=c1oc2ccc(Cl)cc2c(=O)n1-c1cccc(C(F)(F)F)c1	-0.1	0.0
16	CCC(CC)CN1CCc2nnc(C(C)NC(=O)c3cccnc3)n2CC1 (configuration not stated)	0.0	0.4

nr	TEAD-YAP inh	MITF primary
9	-7	5
10	-3	-8
11	-3	4
12	3	6
13	-5	14
14	8	-10
15	76*	-19
16	-3	1

More compounds.
nr	smiles	FBW7 activator	GPR151 ag
17	COc1ccc(S(=O)(=O)NCc2ccc(C(=O)NCC(OC)OC)cc2)cc1	-0.1	1.0
18	CCCC1(CCC)NC(=O)N(CC(=O)Nc2ccc3c(c2)OCCO3)C1=O	-0.1	-0.9
19	CC[C@@H](Cn1nc(-c2cccs2)oc1=O)NC(=O)Cc1cccs1	0.1	0.9
20	CCCNc1nc(Nc2ccncc2)nc2c1ncn2C1CCCCC1	0.0	-0.5
21	CCCCC[C@H](O)/C=C/[C@H]1[C@H](O)CC(=O)[C@@H]1CCCCCCCCC(=O)O	nt	2.1
22	CCSC1=NSC2=NC(=O)/C(=C\c3ccc(OC)cc3)C(=N)N12	0.0	-0.1
23	COc1cc(OC)cc(C(=O)Nc2nc(-c3ccc([N+](=O)[O-])cc3)cs2)c1	-0.1	0.2
24	COc1ccc2c(c1)OC(C)CN(CC(=O)N1CCCCCCC1)C2 (configuration not stated)	1.1	0.4

nr	TEAD-YAP inh	MITF primary
17	-11	-3
18	14	-7
19	-2	-5
20	-1	0
21	nt	13
22	-26	-10
23	0	-4
24	4	18

Next part
nr	smiles	FBW7 activator	GPR151 ag
25	O=C(c1ccco1)N1CCN(C(=O)c2cc3c(ccc4ccccc43)oc2=O)CC1	0.1	0.7
26	Cc1cc(C)c(C#N)c(SCc2nc3cc([N+](=O)[O-])c([N+](=O)[O-])cc3[nH]2)n1	0.1	0.2
27	CC1=CC(C)(C)Nc2ccc(OC(=O)C3CCCO3)cc21 (configuration not stated)	-0.6	-0.5
28	COc1ccc(C2CC(c3cccs3)=NN2C(C)=O)cc1 (configuration not stated)	-0.1	-0.4
29	CCCCNC(=S)N/N=C(\C)c1ccc([N+](=O)[O-])cc1	-0.2	3.2
30	O=c1n(Cc2cccnc2)c2cccnc2n1Cc1cccs1	0.1	-0.2
31	CCN1CCCC1CNC(=O)CCc1nc(-c2ccc(OC)cc2)no1 (configuration not stated)	0.8	0.2
32	NC(=O)c1ccc(-c2ccc(C(=O)NCc3cccc(C(F)(F)F)c3)s2)cc1	0.4	0.9

nr	TEAD-YAP inh	MITF primary
25	1	8
26	86*	5
27	-43	-2
28	2	3
29	17	13
30	-7	-10
31	4	17
32	0	9

(further entries)
nr	smiles	FBW7 activator	GPR151 ag
33	COC(=O)CN(C)C(=O)CC1(c2ccccc2)CC(=O)N(CCc2ccccn2)C1=O (configuration not stated)	-0.1	-1.3
34	COC(=O)c1cccc(NC(=O)CSc2nc3ccccc3[nH]2)c1	-0.2	-0.4
35	COc1ccccc1CCC(=O)Nc1cnn(CC(=O)N2CCC[C@H]2CO)c1	0.0	1.4
36	S=c1[nH]nc(-c2ccccc2Cl)n1Cc1ccco1	0.1	0.8
37	NC(=O)c1oc2ccccc2c1NC(=O)c1cccc([N+](=O)[O-])c1	0.1	-0.9
38	CCCCCCCn1c(NCCO)nc2c1c(=O)[nH]c(=O)n2C	-0.1	-1.6
39	CC(=O)C1=C(C)NC(=O)NC1c1ccc(Br)cc1 (configuration not stated)	-0.1	0.6
40	COc1cc(C(O)(C(F)(F)F)C(F)(F)F)cc(OC)c1O	0.2	-0.7

nr	TEAD-YAP inh	MITF primary
33	10	-16
34	-3	-13
35	-1	-3
36	-2	0
37	12	10
38	4	18
39	-9	1
40	0	7

(continued)
nr	smiles	FBW7 activator	GPR151 ag
41	CCCNC(=O)Cn1cnc2sc(C(=O)N3CCCCC3)c(C)c2c1=O	0.0	-0.4
42	COC(=O)Nc1nc2ccc([N+](=O)[O-])cc2c(=O)[nH]1	-0.1	-0.2
43	CSc1nnc2c(n1)OC(c1ccc(-c3cc(Cl)ccc3C)o1)N(C(C)=O)c1ccccc1-2 (configuration not stated)	-0.1	1.4
44	NC(=O)c1ccccc1N=Cc1ccccc1[N+](=O)[O-]	0.0	-0.4
45	CCOC(=O)c1nn(-c2ccc(C)cc2)c(=O)c2c(NC(=O)CC(C)C)scc12	0.0	2.2
46	COc1ccc(C2=N/C(=C\c3ccc(C)cc3)C(=O)O2)c(Br)c1	-0.1	-0.2
47	COc1ccc(C(=O)N/N=C(/C)CC(C)C)cc1	0.0	0.9
48	COc1ccc(OC)c(/C=N/NC(=O)Cc2ccc(Cl)cc2)c1	-0.1	-0.7

nr	TEAD-YAP inh	MITF primary
41	7	8
42	-4	6
43	2	4
44	-7	-5
45	6	-2
46	-6	-8
47	-54	5
48	10	12

(cont.)
nr	smiles	FBW7 activator	GPR151 ag
49	O=C(CCCN1C(=O)c2cccc3cccc(c23)C1=O)OCc1cccc2c1OCO2	0.0	1.3
50	O=C1CSc2ccc(S(=O)(=O)N3CCCCCC3)cc2N1	0.3	1.8
51	CC1=C(C(=O)N2CCN(C(=O)c3ccco3)CC2)C2(CCC(C)CC2)OC1=O (configuration not stated)	-0.2	1.7
52	Cc1nc2nc(SCC(=O)NCc3ccccc3)nn2c(C)c1Cc1ccc(Cl)cc1	0.0	2.7
53	CC1CCC(N2CCN(Cc3cccc(F)c3)CC2)CC1 (configuration not stated)	0.1	0.0
54	COC(=O)CCN1C(=O)/C(=C\c2ccc3c(c2)OCO3)SC1=S	0.0	-0.3
55	O=C(NCc1nnc(SCC(=O)N2N=C(c3cccs3)CC2c2ccc(F)cc2)n1-c1ccc(F)cc1)c1ccc([N+](=O)[O-])cc1 (configuration not stated)	0.1	-0.8
56	CCc1c(C)c2ccc(OCC(=O)N3CCc4ccccc43)cc2oc1=O	-0.1	0.2

nr	TEAD-YAP inh	MITF primary
49	4	13
50	5	-1
51	6	-14
52	3	-1
53	-7	54*
54	10	3
55	12	9
56	-3	-8

The listing continues.
nr	smiles	FBW7 activator	GPR151 ag
57	COc1ccc(/C(O)=C/c2nc3cc(Cl)ccc3oc2=O)cc1OC	0.0	-0.2
58	FC(F)(F)c1cccc(N2CCN(Cc3nnnn3C3CCCCC3)CC2)c1	-0.4	-1.0
59	COc1ccc(S(=O)(=O)N2CCN(c3c(C)cccc3C)CC2)cc1OC	0.0	-0.6
60	CC/C=C\CCOC(=O)c1ccccc1OC(=O)c1cccnc1	0.4	0.4
61	COc1cccc(-n2nnnc2S(=O)(=O)Cc2ccccc2)c1	0.8	2.7&-1.5
62	CC1Cc2ccccc2N1CC(=O)Nc1ccccc1Cl (configuration not stated)	-0.2	-0.6
63	CCCCC1(C)OC(=O)C(=Cc2ccc(O)cc2)C(=O)O1 (configuration not stated)	0.1	-1.6
64	COC(=O)C1=C(C)NC(SCC(=O)Nc2c(C)cc(C)cc2C)=C(C#N)C1c1ccccc1Cl (configuration not stated)	-0.1	0.1

nr	TEAD-YAP inh	MITF primary
57	-11	-2
58	-81	-6
59	4	-7
60	-11	-4
61	12	14
62	6	-6
63	9	15
64	-15	-2

(next part)
nr	smiles	FBW7 activator	GPR151 ag
65	Cc1nn(C(=O)c2ccco2)c(C)c1Sc1ccccc1[N+](=O)[O-]	0.1	0.2
66	O=C(Cc1ccc(F)cc1F)Nc1ccc(I)cc1	0.2	0.8
67	COc1ccc(CCNC(=O)c2ccc3c(=O)n(CC4CCCO4)c(=S)[nH]c3c2)cc1OC (configuration not stated)	-0.1	-1.2
68	Cc1ccc(S(=O)(=O)N2CCN(C(=O)c3ccccc3Cl)CC2)cc1	-0.2	-0.7
69	COc1ccc(C)cc1NC(=O)/C=C/c1ccc(C)o1	0.5	-0.1
70	Cc1nc2ccccn2c1C(=O)N(C)Cc1ccccc1	-0.2	-0.5
71	COc1cc(OC)c(-c2nc(-c3ccc(Br)cc3)no2)cc1OC	0.2	-1.6
72	O=C(CCCn1c(SCc2ccccc2F)nc2ccccc2c1=O)NCc1ccccc1	0.3	-0.1

nr	TEAD-YAP inh	MITF primary
65	-1	2
66	1	0
67	6	7
68	-5	-19
69	-4	21
70	2	-12
71	-1	-13
72	-5	-6

More compounds follow.
nr	smiles	FBW7 activator	GPR151 ag
73	Cc1ccc(-c2cc(C(F)(F)F)n3nc(C(=O)Nc4sc5c(c4C#N)CCC(C)C5)cc3n2)cc1 (configuration not stated)	0.2	0.0
74	COc1cc(C(=O)OCC(=O)c2cccc([N+](=O)[O-])c2)cc(OC)c1OC	0.0	-1.9
75	OCCC1CN(Cc2ccc(F)cc2)CCN1CC1CCCCC1 (configuration not stated)	0.1	-1.0
76	Cn1c(=O)c2c(nc3n(Cc4ccccc4)c(C45CC6CC(CC(C6)C4)C5)cn23)n(C)c1=O	0.0	0.0
77	O=C(Cn1nnc(-c2ccccc2)n1)N/N=C/c1ccc(Br)cc1	-0.2	0.4
78	COc1ccc(NC(=O)c2sc3nc(C)nc(N(C)c4ccc(C(C)C)cc4)c3c2C)c(OC)c1	0.1	2.8
79	CN1CCN(C(=O)c2cccc(-n3ncc4cc(Nc5ccccc5Cl)ccc43)c2)CC1	0.2	-1.2
80	CC(C)CCN1CCNC(=O)C1CC(=O)NC1CCC1 (configuration not stated)	0.0	-0.2

nr	TEAD-YAP inh	MITF primary
73	6	11
74	-4	8
75	1	0
76	2	3
77	-3	-6
78	3	-2
79	7	15
80	-3	5

(further entries)
nr	smiles	FBW7 activator	GPR151 ag
81	CCOc1ccc(N2C(N)=NC(N)=NC2(C)C)cc1	0.0	-0.5
82	FC(F)(F)c1ccc(Cn2cnc3c(NCCN4CCOCC4)nc(NCc4cccnc4)nc32)cc1	0.0	-1.8
83	Cc1c(NC(=O)/C=C/c2cccc3ccccc23)c(=O)n(-c2ccccc2)n1C	0.0	-0.7
84	CCC(=O)N1c2ccccc2NC2=C(C(=O)CC(c3ccccc3)C2)C1c1ccc(N(CC)CC)cc1 (configuration not stated)	-0.1	-1.4

nr	TEAD-YAP inh	MITF primary
81	-3	4
82	5	10
83	-4	9
84	-10	10
